Screens from PubChem BioAssay.
Rab7 wt GTP bind – alters GTP binding to wildtype dog Rab7 | GST-Rab7 beads, fluorescent GTP binding, flow cytometry; actives lie on both sides; untreated = 100%, excess cold GTP = 0% | GTP binding activity (percent of control), % at 10 µM | hit rate 0.055% among 190,000;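 active = fluorescent GTP binding to Rab7 beads changed by at least 20 points from the 100% baseline, either direction, mostly lower; inconclusive = compound itself probably fluorescent, or too few beads counted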;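 note: median green fluorescence of bound Bodipy-FL-GTP per Rab7 bead population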
Pf gametocyte – kills late stage P. falciparum gametocytes; P. falciparum stage V gametocytes, ATP luminescence, 24 h; inhibition, % at 10.9 µM; AID 743093; hit rate 0.065% among 150,000;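 active = inhibition above the mean plus 3 SD of compounds within the control limits, set per campaign, cut at about 38% in these data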;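 note: 0% = DMSO wells and 100% = medium only without gametocytes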
Rab2A wt mod – changes GTP binding to wildtype dog Rab2A, up or down; P61105; GST-Rab2 wt beads, Bodipy-GTP binding, flow cytometry; GTP binding activity, % at 10 µM; hit rate 0.19% among 190,000;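 active = GTP binding activity at least 20 points away from 100%, either lowered or raised; inconclusive = signal likely due to the compound's own green fluorescence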;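 note: 0% = beads with excess unlabeled GTP and 100% = no-compound control corrected for plate trend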
Bim-Mcl-1 – human Bim-Mcl-1 interaction inhibition; Q07820; Bead-based flow cytometry, Bim peptide-Mcl-1 binding; inhibition, % at 10 µM; hit rate 0.1% among 190,000; AID 1009; in the data active = inhibition above about 40%;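 note: 0% = no compound tracer wells and 100% = peptide blocker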
RGS8-Gao – regulators of human RGS8-Galphao interaction; response (percent of control binding), % at 10 µM; P09471; multiplexed bead flow cytometry, RGS8-Galphao binding; actives lie on both sides; hit rate 0.34% among 220,000; in the data active = response below about 60% or above about 140%; inactive = in between;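 note: Galphao activated as the GDP aluminium fluoride complex binding bead-coupled RGS8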
Target sequence (P09471 whole entry, looked up): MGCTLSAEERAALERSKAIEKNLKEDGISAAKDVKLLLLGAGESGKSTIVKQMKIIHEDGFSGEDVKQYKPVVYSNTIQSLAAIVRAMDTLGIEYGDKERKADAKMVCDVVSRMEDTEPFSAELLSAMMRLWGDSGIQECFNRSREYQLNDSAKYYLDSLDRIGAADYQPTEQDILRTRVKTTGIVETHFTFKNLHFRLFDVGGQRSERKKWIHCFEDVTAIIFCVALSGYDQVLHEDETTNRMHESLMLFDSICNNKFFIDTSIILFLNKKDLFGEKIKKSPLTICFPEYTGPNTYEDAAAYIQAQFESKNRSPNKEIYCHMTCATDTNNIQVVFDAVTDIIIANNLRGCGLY
Mcl1-Bid inh – disrupts binding of human Mcl-1 to Bid peptide; Q07820; TR-FRET Mcl-1/Bid-Dy647 peptide binding, 1536-well; inhibition, % at 21.7 µM; hit rate 0.97% among 220,000;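 active = compounds that cut the binding signal by more than half at the single screening dose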;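 note: His-tagged Mcl-1 with europium anti-His antibody binding Bid BH3 peptide; 0% = Mcl-1 plus peptide wells and 100% = peptide-only wells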
HRas wt GTP – changes GTP binding to wildtype human HRas. P01112. GST-Ras wt beads, Bodipy-FL-GTP binding, flow cytometry; actives lie on both sides. GTP binding activity, % at 10 µM. hit rate 0.14% among 190,000. AID 759;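 active = GTP binding activity at least 20% away from the 100% baseline, either lowered as inhibitor or raised as activator; inconclusive = flagged as likely green fluorescent, judged across all proteins in the well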;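 note: 0% = unlabeled GTP competition control and 100% = no-compound control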
Target sequence (P01112 whole entry, looked up): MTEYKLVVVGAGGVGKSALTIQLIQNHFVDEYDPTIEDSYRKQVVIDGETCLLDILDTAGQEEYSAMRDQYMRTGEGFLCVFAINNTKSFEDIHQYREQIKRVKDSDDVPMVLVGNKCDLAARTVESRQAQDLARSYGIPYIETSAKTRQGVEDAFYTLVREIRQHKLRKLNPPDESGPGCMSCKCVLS
Rac1 wt GTP bind – human Rac1 wildtype GTP binding, inhibitors and activators | GST-Rac1 beads, fluorescent GTP binding, flow cytometry; actives lie on both sides; 0 = cold GTP competed, 100 = untreated | GTP binding activity (% of control), % at 10 µM | hit rate 0.27% among 190,000 | P63000;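 active = GTP binding activity at least 20 points away from the 100% control level, either lower or higher; inconclusive = compound flagged as likely green fluorescent, judged across all proteins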
Mcl1-Noxa inh – disrupts binding of human Mcl-1 to Noxa peptide; hit rate 1.5% among 220,000; Q07820; inhibition, % at 21.7 µM; TR-FRET Mcl-1/Noxa peptide binding, 2 h;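 active = compounds that cut the protein-peptide binding signal by more than 50% relative to plate controls in a single-dose test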;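 note: His-tagged Mcl-1 with rhodamine Noxa BH3 peptide and terbium anti-His antibody; 0% = Mcl-1 plus Noxa peptide wells and 100% = peptide-only wells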
Cdc42 wt – modulators (inhibitors or activators) of GTP binding to human Cdc42 wildtype; GST-Cdc42 beads, Bodipy-GTP binding, flow cytometry; actives lie on both sides; percent activity (GTP binding), % at 10 µM; hit rate 0.2% among 190,000;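 active = percent activity GTP binding at least 20 points away from the 100% baseline, either down as inhibitor or up as activator; inconclusive = compound flagged as likely green fluorescent from well-wide comparison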;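 note: median bead fluorescence of bound Bodipy-FL-GTP at 100 nM; 0% = excess unlabeled GTP control and 100% = no compound control; below 100% means less GTP binding so inhibitor and above means activator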
Target sequence (P60953 whole entry, looked up): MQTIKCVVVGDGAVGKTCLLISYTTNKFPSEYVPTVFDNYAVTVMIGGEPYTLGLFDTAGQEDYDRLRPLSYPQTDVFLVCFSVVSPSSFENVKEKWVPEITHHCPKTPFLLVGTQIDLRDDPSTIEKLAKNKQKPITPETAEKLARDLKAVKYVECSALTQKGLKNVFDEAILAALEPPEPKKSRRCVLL
Rac1 act GTP bind – modulators of GTP binding to human Rac1 activated mutant; GST-Rac1 activated beads, fluorescent GTP binding, flow cytometry; actives lie on both sides; 100% means binding = to untreated wells; hit rate 0.11% among 190,000; percent activity (GTP binding), % at 10 µM; P63000; AID 764;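 active = GTP binding at least 20 percentage points away from the 100% baseline, in either direction, so actives lie on both sides; inconclusive = Compound likely fluorescent itself, or too few beads counted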
Numbers without * were called inactive; ? = inconclusive; nt = no result given.

1: CCOC(=O)c1ccc(CN(Cc2ccccc2)S(=O)(=O)c2cccc([N+](=O)[O-])c2)cc1
2: N#Cc1c(NC(=O)CSc2nc(-c3ccco3)cc(C(F)(F)F)n2)sc2c1CCCC2
3: COc1ccc(Cn2c(SCc3ccc(C)cc3)nc3cc(OC)c(OC)cc3c2=N)cc1Cl
4: COc1ccc(C(=O)CSc2nnc(CNc3ccc(C)cc3C)o2)cc1
5: Clc1ccccc1CSc1ncn(-c2ccccc2)n1
6: NC(=O)CSCc1nc2ccccc2s1
7: COc1ccc(OCC(O)Cn2cnc(-c3ccc(Br)cc3)c2)cc1 (stereo not given)
8: COc1ccc(-c2nnc(SCC(=O)NCc3ccco3)n2C)cc1

Compound,1,2,3,4,5,6,7,8
Rab7 wt GTP bind,98,101,100,98,104,102,98,105
Pf gametocyte,nt,-26,8,-2,20,nt,10,18
Rab2A wt mod,94,100,105,101,101,99,98,102
Bim-Mcl-1,-5,-6,-2,0,0,0,-2,1
RGS8-Gao,103,99,115,101,101,101,nt,97
Mcl1-Bid inh,6,-6,15,-17,2,-36,-1,-11
HRas wt GTP,97,102,103,101,104,101,100,103
Rac1 wt GTP bind,102,100,117,105,103,100,102,108
Mcl1-Noxa inh,6,22,-3,-11,-8,28,4,10
Cdc42 wt,101,98,103,103,101,99,98,104
Rac1 act GTP bind,98,99,109,97,100,97,96,99

9: S=C(NCc1ccco1)N1CCN(c2nc(-c3ccccc3)cs2)CC1
10: COc1cc(C(=S)N2CCC(C)CC2)ccc1O
11: O=C(C1CCCN(S(=O)(=O)Cc2ccccc2)C1)N1CCCCC1 (stereo not given)
12: CCCn1c(C)cc(C(=O)COc2ccc(-c3nnco3)cc2)c1C
13: Cc1nnc2c3ccccc3c(-c3ccc(O)cc3)nn12
14: CC(=O)Nc1ccc(S(=O)(=O)N/N=C/c2ccc(C)s2)cc1
15: O=C(COC(=O)/C=C/c1ccco1)NCCc1ccccc1
16: CC(=O)Nc1c(O)nc(SCc2ccccc2C#N)[nH]c1=O

Compound,9,10,11,12,13,14,15,16
Rab7 wt GTP bind,100,95,96,95,94,100,94,105
Pf gametocyte,-11,0,-4,19,nt,nt,-12,16
Rab2A wt mod,96,96,100,95,94,99,95,106
Bim-Mcl-1,3,2,2,-4,0,-5,0,0
RGS8-Gao,105,100,100,95,102,98,97,110
Mcl1-Bid inh,-71,-34,-37,-42,-11,-48,-25,-48
HRas wt GTP,96,96,101,95,94,101,93,108
Rac1 wt GTP bind,98,98,103,96,93,103,91,112
Mcl1-Noxa inh,-14,8,9,1,12,21,-4,-3
Cdc42 wt,94,99,100,93,95,98,93,101
Rac1 act GTP bind,96,96,100,96,97,101,91,106

Results in sequence from the entries so far:
Entries 9 to 16 in Mcl1-Noxa inh, in turn: -14, 8, 9, 1, 12, 21, -4, -3
Entries 9 to 16 in Mcl1-Bid inh, in turn: -71, -34, -37, -42, -11, -48, -25, -48

(cont.)
17: COC(=O)c1cccc(NC(=O)Cc2nc(-c3ccccc3)sc2-c2ccc(C)cc2)c1
18: Cc1cc2cc(CNC(=O)c3ccc(S(=O)(=O)N(C)C)cc3)ccc2n1C
19: Cc1ccsc1/C=N/NC(=O)C(=O)NCC(C)C
20: Cc1cc(C(=O)N2CCN(C/C=C/c3ccccc3)CC2)no1
21: Cc1cc(Cl)ccc1OCCCC(=O)N1CCCc2ccccc21
22: O=C(Cn1cnc2ccccc2c1=O)OCCCCN1C(=O)c2ccccc2C1=O
23: O=C(c1ccc(Oc2ccccc2)cc1)c1nc2c(n1O)CCCC2
24: CC(=O)Nc1nonc1-c1nc2ccccc2n1CCC(C)C

Compound,17,18,19,20,21,22,23,24
Rab7 wt GTP bind,102,99,106,104,103,98,100,100
Pf gametocyte,1,nt,-9,-26,nt,nt,nt,nt
Rab2A wt mod,102,102,99,100,97,99,100,101
Bim-Mcl-1,0,0,-1,-1,0,0,0,0
RGS8-Gao,106,104,106,101,102,97,97,104
Mcl1-Bid inh,-35,-24,-12,9,-18,-35,-2,3
HRas wt GTP,102,103,100,100,100,101,101,100
Rac1 wt GTP bind,104,105,102,100,100,100,102,101
Mcl1-Noxa inh,-2,5,-7,-4,5,15,0,26
Cdc42 wt,103,101,97,99,98,99,101,99
Rac1 act GTP bind,102,101,96,98,95,98,98,98

25: Cn1c2ccccc2c2ncn(CCN3CCOCC3)c(=O)c21
26: CC(C)Nc1nc(Cl)nc(NN(C)c2nc(N(C)C)nc(N(C)C)n2)n1
27: O=C(NCc1n[nH]c(=S)n1-c1ccccc1)c1ccc(S(=O)(=O)N2CCOCC2)cc1
28: COc1cc(OC)cc(C(=O)N[C@H](C(=O)OCC(=O)Nc2ccc(C(C)C)cc2)C(C)C)c1
29: CCn1c(COc2ccccc2)nnc1SCC(=O)Nc1cc(C)ccc1OC
30: Cc1sc(-n2c(C)cc(C=O)c2C)c(C(=O)O)c1C
31: O=S(=O)(c1ccc2nc(Cc3cccc(C(F)(F)F)c3)[nH]c2c1)N1CCOCC1
32: O=C(Nc1cc(S(=O)(=O)N2CCOCC2)ccc1N1CCOCC1)c1cnccn1

Compound,25,26,27,28,29,30,31,32
Rab7 wt GTP bind,103,105,100,98,100,98,99,103
Pf gametocyte,23,nt,6,nt,-7,2,nt,-8
Rab2A wt mod,103,102,101,100,103,99,99,101
Bim-Mcl-1,0,-1,0,-1,0,3,-5,0
RGS8-Gao,123,109,101,98,99,101,102,111
Mcl1-Bid inh,-2,-14,-48,-43,-3,-50,-13,-22
HRas wt GTP,106,106,100,98,102,99,99,102
Rac1 wt GTP bind,109,109,106,101,109,102,105,103
Mcl1-Noxa inh,6,16,5,14,7,19,-13,-3
Cdc42 wt,111,105,100,99,105,101,100,105
Rac1 act GTP bind,103,101,96,99,104,98,97,102

33: COc1ccc(NC(=O)COC(=O)c2c3c(nc4ccccc24)CCCC3)cc1
34: CCC(C)(C)NC(=O)C1c2ccccc2Oc2ccccc21
35: O=c1n(Cc2ccc(Cl)cc2)c2sc3c(c2c2ncnn12)CCCC3
36: CCCCOc1ccc(Br)cc1/C(C)=N/NC1=NCCN1
37: O=C(NCc1ccncc1)c1ccc(Br)cc1
38: CC1(C)COC(c2ccc(F)c([N+](=O)[O-])c2)=N1
39: Cc1cc(C)n(-c2ncnc3sc4c(c23)CC(C)CC4)n1 (stereo not given)
40: O=C(Nc1cccc(C(F)(F)F)c1)c1ccco1

Compound,33,34,35,36,37,38,39,40
Rab7 wt GTP bind,99,97,?,95,100,99,95,102
Pf gametocyte,-36,nt,0,nt,26,-21,nt,nt
Rab2A wt mod,100,95,?,99,98,100,95,102
Bim-Mcl-1,0,0,2,-3,1,10,-1,0
RGS8-Gao,93,101,95,103,101,90,112,103
Mcl1-Bid inh,-14,-6,9,17,-6,-14,-23,-20
HRas wt GTP,102,97,?,100,100,101,98,104
Rac1 wt GTP bind,107,100,?,101,100,103,97,103
Mcl1-Noxa inh,10,14,-3,17,7,1,10,-3
Cdc42 wt,103,96,?,98,101,99,96,100
Rac1 act GTP bind,100,95,?,100,98,96,92,98

Of the compounds above, these contain a cyano group.
2: N#Cc1c(NC(=O)CSc2nc(-c3ccco3)cc(C(F)(F)F)n2)sc2c1CCCC2
16: CC(=O)Nc1c(O)nc(SCc2ccccc2C#N)[nH]c1=O

Compound,2,16
Rab7 wt GTP bind,101,105
Pf gametocyte,-26,16
Rab2A wt mod,100,106
Bim-Mcl-1,-6,0
RGS8-Gao,99,110
Mcl1-Bid inh,-6,-48
HRas wt GTP,102,108
Rac1 wt GTP bind,100,112
Mcl1-Noxa inh,22,-3
Cdc42 wt,98,101
Rac1 act GTP bind,99,106

Following part.
41: NC(Cc1cccc2nsnc12)C(=O)O (stereo not given)
42: C/C(=C\C(=O)O)C(=O)Nc1nccs1
43: CC(=O)c1cccc(NC(=O)Nc2cnn(Cc3ccc(F)cc3)c2)c1
44: Cc1cc(-c2ccccc2)c(C#N)c(N)n1
45: Cn1c(=O)c2c(SCC(=O)NCc3ccco3)nc(CC(C)(C)C)nc2n(C)c1=O
46: COc1ccccc1NC(=O)Cc1noc(CSc2n[nH]c(N)n2)n1
47: COc1ccc(/C=C/C(=O)OCC(=O)NC2CCCC(C)C2C)cc1S(=O)(=O)N1CCOCC1 (stereo not given)
48: Cc1c(Cl)cccc1NC(=O)CNc1ccccc1F
49: COc1cccc(-c2nn3c(-c4cccc(C)c4)nnc3s2)c1

Compound,41,42,43,44,45,46,47,48,49
Rab7 wt GTP bind,96,102,97,?,103,94,105,101,97
Pf gametocyte,nt,-3,nt,23,nt,1,10,5,nt
Rab2A wt mod,95,102,102,?,106,95,98,98,91
Bim-Mcl-1,0,-3,-2,-2,1,-4,0,-6,-1
RGS8-Gao,97,98,102,102,101,100,99,102,104
Mcl1-Bid inh,-3,-31,-15,16,-6,-13,-23,-5,12
HRas wt GTP,97,103,101,?,108,93,98,99,95
Rac1 wt GTP bind,94,104,106,?,112,95,101,102,98
Mcl1-Noxa inh,-7,2,6,4,8,20,4,3,12
Cdc42 wt,95,104,100,?,105,95,99,101,95
Rac1 act GTP bind,95,98,97,?,102,94,97,99,95
